GAA inh: blocks human lysosomal alpha-glucosidase; P10253; purified human GAA, 4-MU-alpha-glucoside fluorescence; Potency, µM (top dose mostly 76.9 µM), for the others: top-dose activity change, negative = inhibition, most hits filed as inhibitors; actives 0.005% (n = 200,000);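 note: plate controls were uninhibited enzyme wells for no effect and no-enzyme background for full effect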
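Human enzyme at 4 nM with 400 uM 4-methylumbelliferyl-alpha-D-pyranoside, citrate/phosphate buffer pH 5.0, 0.005% Tween-20, 20 min at room temperature. Compounds up to 77 uM. 4-MU fluorescence (Ex 365/Em 440) read after NaOH/glycine stop; AC50 from Hill fit.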
aGal spleen mod: alpha-galactosidase A (human) modulation. P06280. human spleen homogenate, 4MU-alpha-Gal fluorescence, 40 min. Potency, µM (titrated, usually from 80 µM), for inactives: top-dose activity change, negative = inhibition, most hits filed as inhibitors. actives 0.008% (n = 240,000). AID 2107;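 note: 0% = enzyme with vehicle and -100% = no enzyme basal signal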
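Fluorogenic readout (Ex 365/Em 440 nm) of 4-methylumbelliferone released from 1 mM 4-MU-alpha-galactoside by spleen homogenate, 40 min at 37C, pH 5.0. Data normalized to no-enzyme and enzyme controls; Hill-equation AC50 from compound titrations.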
NPSR antag: blocks cAMP signaling of the human neuropeptide S receptor | Q6W5P4 | CHO-NPSR cells, cAMP TR-FRET, antagonist mode | Potency, µM (series often up to 38.3 µM), inactives show top-dose activity change, negative = inhibition, most hits filed as inhibitors | actives 1% (n = 220,000) | AID 1461; note: % is set by controls: 0 for no effect and ±100 for the full control effect; nearly all actives have a fitted effect of over 50% in size; many of its hits are not listed in these tables
Target sequence (Q6W5P4 whole entry, looked up): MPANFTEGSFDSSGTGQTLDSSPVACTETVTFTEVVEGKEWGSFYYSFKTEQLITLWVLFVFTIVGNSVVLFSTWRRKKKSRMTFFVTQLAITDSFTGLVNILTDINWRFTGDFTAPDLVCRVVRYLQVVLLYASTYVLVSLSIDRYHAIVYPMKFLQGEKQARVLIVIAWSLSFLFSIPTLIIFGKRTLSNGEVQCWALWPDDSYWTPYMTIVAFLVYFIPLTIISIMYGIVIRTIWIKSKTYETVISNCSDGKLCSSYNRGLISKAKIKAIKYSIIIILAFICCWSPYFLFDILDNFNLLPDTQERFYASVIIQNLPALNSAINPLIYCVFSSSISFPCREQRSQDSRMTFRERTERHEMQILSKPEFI
GAA glycogen: inhibitors or activators of human alpha-glucosidase glycogen cleavage; P10253; recombinant GAA, glycogen substrate, Amplex Red glucose oxidase fluorescence; Potency, µM (doses to about 76.4 µM), for the others: at the highest dose activity change, negative = inhibition, actives largely listed as inhibitors; actives 0.38% (n = 300,000); AID 2100;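 note: 0% = full enzyme reaction and -100% = no-enzyme basal signal; the screen sought inhibitors and activators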
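Recombinant human alpha-glucosidase (4 nM final) hydrolysed bovine liver glycogen (30 ug) for 40 min at 37 C in pH 5.0 citrate/phosphate with 0.01% Tween-20. Released glucose detected by glucose oxidase/Amplex Red, Ex 573/Em 610 nm. Compounds up to 77 uM; AC50 from Hill fits.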
Tau fluor counter: counter-screen for tau fibril formation inhibitors; tau K18 P301L (four-repeat tau fragment) Alexa594 fluorescence, heparin fibrillization; Potency, µM (titrated, usually from 57.7 µM), for inactives: top-dose activity change, negative = decrease; AID 1463; actives 0.93% (n = 280,000); note: % is set by controls: 0 for no effect and ±100 for the full control effect; nearly all actives have a fitted effect of over 55% in size
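Human K18 P301L tau (15 uM unlabeled plus 0.24 uM Alexa 594-labeled, final) in 100 mM sodium acetate pH 7 was mixed with compound and 20 uM heparin and incubated 6 hr at 37 C.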
Epigenetic reg: regulators of epigenetic silencing causing reporter derepression in mouse cells. murine LDR cells, GFP reporter derepression, 30 h. Potency, µM (top dose mostly 53.9 µM), without a hit: top-dose GFP activation, most hits filed as activators. actives 0.2% (n = 280,000); note: % of control where 0% means no effect; nearly all actives have a fitted effect of over 60% in size
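Derepression of a silenced CMV-GFP reporter in murine LDR cells is scored by enumerating GFP-positive cells with a laser-scanning microplate cytometer after 30 hours of treatment at 37 C.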
GAA spleen mod: lysosomal alpha-glucosidase (human) modulation; actives 0.006% (n = 240,000); P10253; human spleen homogenate, 4-MU-alpha-glucoside fluorescence; Potency, µM (titrated, usually from 79.9 µM), inactives show top-dose activity change, negative = inhibition, actives largely listed as inhibitors;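 note: 0% = enzyme with vehicle and -100% = no enzyme basal signal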
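Compounds were titrated against alpha-glucosidase in spleen homogenate at pH 5.0, with 1 mM 4-methylumbelliferyl substrate for 40 min at 37 C. Reactions were quenched with pH 10 NaOH/glycine and fluorescence measured.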
ALDH1A1 inh: inhibitors of human aldehyde dehydrogenase 1A1; Potency, µM (highest dose often 75.3 µM), inactives show top-dose activity, negative = inhibition, most hits filed as inhibitors; P00352; actives 7.3% (n = 220,000); AID 1030; Purified ALDH1A1, NADH fluorescence, propionaldehyde substrate; active = well fitted inhibition curve with a large enough effect, not every such curve was filed as active; inconclusive = small, poorly fitted or top-dose-only effect, or another doubt; inactive = no such curve, though single readings can be large or run the other way;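 note: plate controls were no enzyme wells and a reference inhibitor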
Target sequence (P00352 whole entry, looked up): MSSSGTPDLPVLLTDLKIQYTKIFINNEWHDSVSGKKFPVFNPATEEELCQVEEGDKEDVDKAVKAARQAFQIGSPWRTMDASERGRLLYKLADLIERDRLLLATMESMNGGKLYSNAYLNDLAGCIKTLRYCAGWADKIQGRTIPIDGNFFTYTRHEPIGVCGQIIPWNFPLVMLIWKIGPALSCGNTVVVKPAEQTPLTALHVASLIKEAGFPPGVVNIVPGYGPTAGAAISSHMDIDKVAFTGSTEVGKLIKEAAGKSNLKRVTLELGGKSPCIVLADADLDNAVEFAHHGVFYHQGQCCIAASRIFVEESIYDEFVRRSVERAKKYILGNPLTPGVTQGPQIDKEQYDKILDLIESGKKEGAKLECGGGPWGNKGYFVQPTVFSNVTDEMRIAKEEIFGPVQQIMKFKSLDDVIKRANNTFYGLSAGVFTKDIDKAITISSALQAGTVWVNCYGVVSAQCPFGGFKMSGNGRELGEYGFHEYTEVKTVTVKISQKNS
Starred values were filed as active, the others as inactive; ? = inconclusive; nt = no result given; & = joins results of further samples; [ ] = another dose, or the depositor's remark. Unless noted, calls come from the whole dose curve; as a rule, active = well fitted curve in the direction sought with a large enough effect; inconclusive = small, poorly fitted or top-dose-only effect, or another doubt; inactive = no such curve, though single readings can be large; an effect the other way counts as inactive or inconclusive. Potency is the fitted concentration of half-maximal effect.

SMILES	GAA inh	aGal spleen mod	NPSR antag	GAA glycogen	Tau fluor counter	Epigenetic reg	GAA spleen mod	ALDH1A1 inh
Cc1ccc(OCc2nc(C#N)c(N3CCCCC3)o2)cc1	-3%	-1%	42%	-2%	-18%	1.1%	-3%	?
COc1ccc(N2CCN(c3oc(COc4ccccc4)nc3C#N)CC2)cc1	-10%	5%	?	-2%	?	1.0%	3%	-4%
NC(=O)c1c(N)sc2c1CCCCC2	1%	-15%	-5%[46.1 µM]	-20%	-11%	-2.6%	-7%	14µM*
CN(C(=O)c1cc2n(n1)C(C(F)(F)F)CC(c1ccco1)N2)c1ccccc1 (configuration not stated)	4%	3%	-10%[46.1 µM]	-2%	-5%	1.9%	-2%	-7%
CC(C)=CC(=O)NCCc1ccccc1	-8%	3%	3%[46.1 µM]	-4%	-3%	-1.8%	4%	?
O=C(CN(Cc1cccs1)C(=O)CSc1nnc(COc2ccccc2)o1)NC1CCCC1	-7%	-9%	-14%[46.1 µM]	1%	-4%	-0.1%	7%	-2%
CN1/C(=C\C(=O)COC(=O)c2ccccc2O)C(C)(C)c2ccccc21	nt	2%	-54%	0%	-27%	-0.4%	-6%	nt
COc1ccc(S(=O)(=O)c2nnn(-c3ccccc3Cl)c2N)cc1	1%	-4%	-5%	2%	0%	2.4%	-5%	5%
N#C/C(=C\c1ccc(OCc2ccc(F)cc2)cc1)C(=O)Nc1cccc(C(=O)O)c1	nt	11%	-26%	-1%	2%	5.6%	3%	nt
COCCn1c(CCC(=O)O)nc2c1c(=O)[nH]c(=O)n2CC(C)C	-3%	1%	-13%[46.1 µM]	1%	1%	0.8%	-2%	14%
CCn1c(SCc2cc(=O)n3ccsc3n2)nc2ccccc21	8%	-1%	21%	-9%	-17%	-1.1%	1%	9%
CCOc1ccc(OCC)c(NC(=O)CN2CCN(c3cc(C)ccc3C)CC2)c1	-12%	-2%	?	-4%	-4%	-3.5%	-2%	3.5µM*
O=C(Nc1ccc(N2CCN(C(=O)C3CC3)CC2)cc1)c1cccs1	1%	-4%	-16%	-7%	-22%	-0.3%	-13%	-2%
CCOC(=O)c1sc(NC(=O)CSC(=S)N2CCN(C)CC2)nc1C	nt	-5%	3%	6%	-5%	0.1%	-2%	nt
NNC(=O)c1ccc(Cn2cc(Br)cn2)o1	nt	-1%	-13%	-16%	0%	0.1%	-5%	nt
C#CCNC(=O)C1=C[C@H](c2coc3ccccc3c2=O)C[C@H](OCCCCO)O1	nt	0%	-15%	7%	-1%	-1.7%	5%	4%
CCCCN(C(=O)Nc1ccc(OCC)cc1)C1CCN(C(C)=O)CC1	8%	-4%	-9%[46.1 µM]	-8%	-4%&-12%	1.0%&-0.2%	0%	3%
O=C(c1ccco1)N1CCN(CCOCCOc2cccc3ccccc23)CC1	-7%	12%	-12%[46.1 µM]	9%	-10%	-0.2%	8%	-11%
Cc1ccc(C(=O)SC2=NCCS2)cc1	5%	-5%	8%	3%	-13%	0.0%	-6%	?
OCc1ncc(-c2ccccc2)s1	nt	5%	-12%	-1%	-7%	0.1%	-1%	nt
Cc1ccc(C2=CSC3=NNC4(CCCCC4)NN23)cc1	-7%	0%	-6%	-13%	-26%	-1.5%	3%	?
Cn1c(=O)[nH]c(=O)c2c1nc(N1CCc3ccccc3C1)n2CCSc1nc2ccccc2s1	1%	2%	-8%[46.1 µM]	-1%	2%	-0.8%	-3%	-4%
CC(C)OCCCNC(=O)c1cccs1	-2%	3%	15%[46.1 µM]	2%	0%	-2.0%	0%	3%
C=CCn1c(C)cc(-c2csc(NCC)n2)c1C	-14%	-3%	-38%	-26%	?	-3.1%	-6%	?
CCOc1cccc(OCCCCn2cnc3ccccc3c2=O)c1	-5%	-7%	-11%	5%	-27%	10%	-3%	-5%

Gathered by group: the compounds so far with a cyano group.
SMILES	GAA inh	aGal spleen mod	NPSR antag	GAA glycogen	Tau fluor counter	Epigenetic reg	GAA spleen mod	ALDH1A1 inh
Cc1ccc(OCc2nc(C#N)c(N3CCCCC3)o2)cc1	-3%	-1%	42%	-2%	-18%	1.1%	-3%	?
COc1ccc(N2CCN(c3oc(COc4ccccc4)nc3C#N)CC2)cc1	-10%	5%	?	-2%	?	1.0%	3%	-4%
N#C/C(=C\c1ccc(OCc2ccc(F)cc2)cc1)C(=O)Nc1cccc(C(=O)O)c1	nt	11%	-26%	-1%	2%	5.6%	3%	nt

A second format for some results above:
Structure | GAA inh | aGal spleen mod | NPSR antag | GAA glycogen | Tau fluor counter | Epigenetic reg | GAA spleen mod | ALDH1A1 inh
CCCCN(C(=O)Nc1ccc(OCC)cc1)C1CCN(C(C)=O)CC1 | 8% | -4% | -9%[46.1 µM] | -8% | -4%&-12% | 1.0%&-0.2% | 0% | 3%
O=C(c1ccco1)N1CCN(CCOCCOc2cccc3ccccc23)CC1 | -7% | 12% | -12%[46.1 µM] | 9% | -10% | -0.2% | 8% | -11%

(more compounds)
SMILES	GAA inh	aGal spleen mod	NPSR antag	GAA glycogen	Tau fluor counter	Epigenetic reg	GAA spleen mod	ALDH1A1 inh
CCCc1cc(=O)[nH]c(SCC(=O)N(CC)C2CCS(=O)(=O)C2)n1 (configuration not stated)	-1%	-2%	10%[46.1 µM]	4%	-2%	3.4%	-7%	15%
Clc1ccccc1Cc1noc(CN2CCCCC2c2ccccn2)n1 (configuration not stated)	7%	-6%	13%	15%	-12%	6.5%	-4%	1%
Cc1nnc(Sc2cc(C(=O)NC3CC3)c3ccccc3n2)s1	nt	-6%	5%	2%	-8%	-1.0%	-8%	nt
N#Cc1nc(-c2ccco2)oc1NCCc1ccccc1	-2%	?	-19%[46.1 µM]	?	-28%	4.8%	-9%	?
COc1ccc(S(=O)(=O)N(CCCN2CCOCC2)Cc2ccc(OC)c(OC)c2)cc1	-7%	6%	-11%[46.1 µM]	12%	-1%	-1.7%	1%	?
CCCc1nn(-c2cc(Cl)ccc2OC)c2c1C(=O)CC(C)(C)C2	-5%	8%	-25%[46.1 µM]	-22%	-16%	-1.1%	-11%	?
Cc1ccccc1NC(=S)NC(C)C(c1cccs1)N1CCOCC1 (configuration not stated)	3%[15.4 µM]	0%	-17%	4%	-16%	2.0%	-6%	-3%
CCCCC/C=C\C\C=C/C=C/C=C/[C@@H](SCC(N)C(=O)O)[C@@H](O)CCCC(=O)O (some centres not stated)	nt	-14%	nt	nt	-1%	-1.1%	2%	4%
COC(=O)N[C@@H](c1cccc(F)c1)[C@@H](C)[N+](=O)[O-]	nt	-3%	nt	nt	-8%	-1.1%	1%	10%
CCCC1(c2ccccc2)NC(=O)N(CC(=O)Nc2sc(-c3ccccc3)cc2C(=O)OCC)C1=O (configuration not stated)	4%	1%	?	-4%	-19%	2.1%	6%	?
Cc1occc1-c1nnc(SCC(=O)N(C)C)o1	1%	8%	6%[46.1 µM]	9%	-4%	-1.5%	4%	?
CCOc1ccc(-n2c(=O)c3c4c(sc3n(CC(=O)NCc3ccco3)c2=O)CCC4)cc1	3%	2%	-5%[46.1 µM]	1%	8%	3.1%	-6%	10%
COCCNc1ccc(N2C(=O)C3CCCCC3C2=O)cc1[N+](=O)[O-] (configuration not stated)	-2%	-3%	18%	4%	-7%	2.0%	-4%	-3%
CC(=O)Nc1ccc(OC(=O)CC2SC(=O)NC2=O)cc1 (configuration not stated)	-1%[15.4 µM]	-2%	0%[46.1 µM]	11%	-2%	3.6%	-8%	12%
Cc1ccc(C(=O)COC(=O)CCC(=O)NC2CCCCC2)cc1C	-4%	6%	-12%[46.1 µM]	4%	-9%	0.0%	9%	-3%
C/C=C(\C)C(=O)N1CC2(CC(c3cccc(NC(=O)COc4ccc(Cl)cc4)c3)=NO2)C[C@@H]1C(N)=O (some centres not stated)	nt	-2%	10%	0%	-10%	2.4%	-14%	nt
O=C(c1ccccc1Br)N1CCn2c1nc1ccccc12	3%	-10%	23%	8%	10%	-0.8%	-3%	6%
Cc1cc(=O)[nH]c(SCC(=O)NCc2ccco2)n1	-1%	4%	13%	-1%	-3%	1.0%	3%	-4%
CCCCNc1nc(C)nc2c1nc(-c1ccccc1)n2C(C)CCCN(CC)CC (configuration not stated)	nt	-5%	nt	nt	-7%	6.5%	2%	?
COc1ccc2c(c1)[nH]c1c(N3CCSCC3)ncnc12	nt	8%	?	-4%	?	-1.0%	2%	nt
CC12CCC(C[N+](C)(C)C1)C2(C)C (configuration not stated)	0%	-10%	24%	-13%	-8%	-0.9%	-3%	7%

Individual results from the list:
In GAA glycogen, CCOc1ccc(OCC)c(NC(=O)CN2CCN(c3cc(C)ccc3C)CC2)c1 is entered as -4%
In GAA inh, O=C(c1ccco1)N1CCN(CCOCCOc2cccc3ccccc23)CC1 is entered as -7%
In Tau fluor counter, NC(=O)c1c(N)sc2c1CCCCC2 is entered as -11%

Reprinted from above (3 entries):
SMILES	GAA inh	aGal spleen mod	NPSR antag	GAA glycogen	Tau fluor counter	Epigenetic reg	GAA spleen mod	ALDH1A1 inh
CCCc1cc(=O)[nH]c(SCC(=O)N(CC)C2CCS(=O)(=O)C2)n1 (configuration not stated)	-1%	-2%	10%[46.1 µM]	4%	-2%	3.4%	-7%	15%
Clc1ccccc1Cc1noc(CN2CCCCC2c2ccccn2)n1 (configuration not stated)	7%	-6%	13%	15%	-12%	6.5%	-4%	1%
Cc1nnc(Sc2cc(C(=O)NC3CC3)c3ccccc3n2)s1	nt	-6%	5%	2%	-8%	-1.0%	-8%	nt

From PubChem

These rows are one share of the data; the hit share may differ from the screen's.
